Screening data from PubChem BioAssay.
MKP-3 inhibition = inhibition of rat DUSP6 enzyme activity – biochemical, in vitro, primary screen (AID 425). recombinant MKP-3 phosphatase activity, fluorescence; higher % means a stronger effect. one-dose inhibition, % at 20 µM; IC50 in µM for titrated hits. 110,000 compounds, 0.17% hits; in the data active means inhibition above about 50%;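 further: plate controls were vehicle for no effect and reference inhibitor for full effect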
Hsp70 inhibitors = small molecules displacing fluorescent ligand from Hsp70 – biochemical, fluorescence polarization, primary screen (AID 583) | Hsp70 fluorescence polarization probe displacement, mP; higher % means a stronger effect | displacement, % at 20 µM; hits with a dose series show IC50 in µM | 140,000 compounds, 0.06% hits; in the data active means displacement above about 50%;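 further: plate controls were vehicle for no effect and reference ligand for full effect; a part of the inactive calls stands beside numbers as strong as those of hits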
Numbers without * were called inactive; x = not tested or not shown; & = joins results of further samples. This is a subset; rates above refer to the full screens.

Values run as follows: MKP-3 inhibition	Hsp70 inhibitors
- COc1ccc(OCCSc2nc3ccccc3c(=O)[nH]2)cc1
→ -9.9%&-0.2%	1.3%&0.7%
- Cc1ccc(Cn2nnc3c(=O)n(CC(=O)NCC4CCCO4)cnc32)cc1 (centres undefined)
→ 1.6%	-9.2%
- CSc1nc(N)c2c3c(sc2n1)COC(C(C)C)C3 (centres undefined)
→ x	1.2%
- Cc1ccc(-c2nc3ncccc3o2)cc1NC(=O)c1cc([N+](=O)[O-])ccc1Cl
→ 11.3%	-0.1%
- O=C1OC(c2ccc(Oc3ccccc3)cc2)=C/C1=C/c1ccco1
→ 31.0%	-11.0%
- COc1cccc(-c2nnc3n2N=C(c2cccc(Br)c2)CS3)c1
→ -11.6%	3.7%
- Cc1cc(NC(=O)COC(=O)c2c(C)nn(-c3ccccc3)c2C)no1
→ -5.8%	6.7%
- CCS(=O)(=O)NCCc1csc(C)n1
→ 6.5%	-4.5%
- CC(C)c1c(O)nc(SCc2ccccc2)[nH]c1=O
→ 1.9%	-1.8%
- COCCNC(=S)Nc1c(C)n(C)n(-c2ccccc2)c1=O
→ -0.6%	5.5%
- COC(=O)CCC(=O)Nc1cccc(C(N)=O)c1
→ -4.0%	2.4%
- COc1ccc(-c2cc(C(F)(F)F)nc(-n3cc(Cl)cn3)n2)cc1
→ x	4.8%
- O=C(O)CCN1C(=O)/C(=C/c2cn(-c3ccccc3)nc2-c2ccc(Br)cc2)SC1=S
→ 5.9%	-0.4%
- CCOC(=O)C1C(=O)C=C(Nc2ccc(OC)cc2)CC1c1ccccc1 (centres undefined)
→ 0.6%	-2.4%
- CSc1oc(-c2ccc(F)cc2)nc1S(=O)(=O)c1ccccc1
→ x	-2.0%
- COc1ccccc1N1CCN(C(=O)c2cc(-c3cccs3)on2)CC1
→ 4.0%	0.3%
- Cc1ccc2nc(C)c(C)nc2c1N
→ 1.4%	1.2%
- COc1ccc(C2NC(=O)NC(C)=C2C(=O)OCCSC)cc1 (centres undefined)
→ 4.8%	-0.7%
- O=C(Nc1ccc(Cl)cc1)N1CCCN(Cc2ccccc2F)C1
→ x	-3.2%
- Cc1ccc(C)c(NC(=O)C2C3C4CCC(C4)C23)c1 (centres undefined)
→ -3.8%	-5.5%
- COc1ccc(N2CCN(/C(=N\S(=O)(=O)c3ccc(C)cc3)Nc3nc(C)cc(C)n3)CC2)cc1
→ x	5.3%
- O=C(/C=C/c1ccc([N+](=O)[O-])cc1)Nc1ccccc1C(=O)Nc1cccc(C(=O)O)c1
→ -1.3%	4.2%
- O=C(Nc1cccc(Cl)c1Cl)C1COc2ccccc2O1 (centres undefined)
→ 2.6%	-1.7%
- CCn1c(N)c(C(N)=O)sc1=S
→ -5.6%	10.2%
- Cc1nc(N(CCC#N)CCC#N)sc1C(C)(C)C
→ 2.2%	2.3%
- COc1ccc(CN2CC(C(=O)NCCCN3CCCCCC3)CC2=O)cc1 (centres undefined)
→ -4.4%	1.3%
- O=c1cc(N2CCCC2)[nH]c(=O)n1-c1ccc(Cl)cc1
→ x	7.6%
- COc1ccc(-n2c(SCC(=O)c3ccccc3)nc(O)c(Cc3ccccc3)c2=O)cc1
→ 1.7%	1.2%
- O=C(O)C(Oc1ccc2c3c(c(=O)oc2c1)CCC3)c1ccccc1 (centres undefined)
→ -7.1%	-6.4%
- Cc1nn(-c2ccccc2)c2c1C(c1cccs1)C(C#N)=C(N)O2 (centres undefined)
→ x	4.5%
- CCCC1=[N+](CC)CCn2c(C)ccc21
→ 0.2%	1.6%
- O=C(Nc1ccncc1)c1cccs1
→ -2.9%	-1.3%
- Cc1ccc(C(=O)N2CCN(C)CC2)cc1S(=O)(=O)N1CCCCC1
→ -5.0%	3.1%
- O=C(O)CCC(=O)N(Cc1cccs1)Cc1cccs1
→ -4.5%	8.7%
- CN1/C(=C\C(=O)Nc2ccc(Cl)cc2)c2ccccc2CC1(C)C
→ 0.0%	4.4%
- CCN1CCN(Cc2ccc(OC)c(OCc3ccccc3)c2)CC1
→ -11.4%	-0.6%
- CCN(CCCNC(=O)C1CCN(S(=O)(=O)c2cccc3nonc23)CC1)Cc1ccccc1
→ 3.5%	0.2%
- COC(=O)C(O)(CC(=O)Nc1ccccc1OC)C(F)(F)F (centres undefined)
→ x	-1.0%
- Cc1ccccc1CC(CC(=O)O)C(=O)O (centres undefined)
→ -3.0%	1.3%
- CCCCCCSc1cc(C)nc2ncnn12
→ -5.7%	11.2%
- CC(C)(C)c1cc(C(=O)NCc2cccnc2)ccn1
→ -7.8%	-0.1%
- C/C(CCC12CC3CC(CC(C3)C1)C2)=N\NC(N)=S
→ x	0.7%
- CC(=O)C1=C(O)C(=O)N(c2cccc(C(=O)O)c2)C1c1ccccc1F (centres undefined)
→ -11.1%	2.5%
- CCOC(=O)C1=C(C)NC(=S)NC1c1cccc2ccccc12 (centres undefined)
→ 0.3%	7.2%
- COc1cc2c(cc1OC)-c1nncn1C(C)(C)C2
→ -0.6%	2.3%
- Cc1cc(N2C(=O)NC(=O)/C(=C\c3ccco3)C2=O)ccc1Br
→ 42.1%	40.3%
- COc1ccc(C2/C(=C(/O)c3ccc(Cl)cc3)C(=O)C(=O)N2CCN2CCOCC2)c(OC)c1 (centres undefined)
→ -4.3%	9.0%
- O=C(C(Cc1ccccc1)n1cccc1)N1CCc2ccccc21 (centres undefined)
→ -5.5%	-2.6%
- Cn1c(=O)cc(SCC(=O)N2CCN(C3CCCCC3)CC2)c2ccccc21
→ 1.1%	0.1%
- COc1cccc(-c2cc(C(=O)O)c3cc(Br)ccc3n2)c1
→ 0.4%	0.4%
- Cc1ccc(OCC(=O)N=Nc2c(O)[nH]c3c(Br)cc(Br)cc23)cc1
→ -1.0%	2.3%
- O=C(Nc1ccc2c(c1)OCCO2)c1ccc(Cl)c(S(=O)(=O)N2CCOCC2)c1
→ -10.1%	1.3%
- COc1ccccc1N1C(=O)/C(=C/c2ccc(N(C)C)cc2)SC1=S
→ 0.9%	-70.3%
- COC(=O)NC1CSCC1OC(=O)c1ccc(Br)cc1 (centres undefined)
→ -16.8%	-5.9%
- O=C(NC(=S)Nc1ccc(Cl)c(-c2nc3ccccc3[nH]2)c1)c1ccccc1Cl
→ 1.0%	1.9%
- CCOc1ccc(/C=C/C(=O)NC(c2ccccc2)c2ccccc2)cc1OC
→ 3.0%	-7.3%
- CCOC(=O)c1cc(-c2ccc(Cl)cc2)nc2ccccc12
→ 5.8%	0.2%
- CCN(CC)S(=O)(=O)c1ccc(C(=O)NCCCN=C2NS(=O)(=O)c3ccccc32)cc1
→ x	0.1%
- Cc1ccc(C(=O)NCCCN2CCOCC2)o1
→ x	0.2%
- O=C(Nc1c(F)cc(F)cc1Br)c1cc2n(n1)C(C(F)(F)F)CC(c1ccc(Cl)cc1)N2 (centres undefined)
→ -2.6%	-0.6%

Continuation:
Values run as follows: MKP-3 inhibition	Hsp70 inhibitors
- C#CCOc1ccc(/C=C2\C(=O)NC(=O)N(c3cc(C)cc(C)c3)C2=O)cc1OC
→ 0.3%	-13.3%
- O=C(COC(=O)c1cnccn1)c1ccc(Br)cc1
→ -6.3%	4.1%
- CCOc1ccc2cc(S(=O)(=O)N3CCOCC3)ccc2c1
→ 4.7%	8.7%
- COc1ccc(OC)c(C2C(C(C)=O)=C(O)C(=O)N2c2ccc(F)cc2)c1 (centres undefined)
→ -2.0%	-2.5%
- Cc1nnc(NCCO)c2ccccc12
→ x	4.8%
- O=S(=O)(c1cccc(-c2csc(-c3cccnc3)n2)c1)N1CCCCC1
→ -7.5%	-4.2%
- N=c1cc(C2(O)CCCCC2)n2c(nc3ccccc32)s1
→ 2.5%	4.6%
- Cc1ccc(NC(=O)Nc2cccs2)c(Cl)c1
→ x	-0.8%
- COC(=O)c1c(NC(=O)c2nn(C)cc2Cl)sc2c1CCCC2
→ -8.5%	-9.6%
- O=C(CN1C(=O)C2C3C=CC(C3)C2C1=O)N1CC=C(c2ccccc2)CC1 (centres undefined)
→ 4.5%	-1.1%
- CCCCSc1nc(O)c(C2OC(=O)c3c2ccc(OC)c3OC)c(=O)n1-c1ccccc1 (centres undefined)
→ x	6.9%
- C=CCNC(=O)c1scc2c1CCCC2
→ -1.6%	-4.4%
- Nc1nc(CN2CCc3ccccc3C2)nc(Nc2ccccc2)n1
→ -2.9%	-3.3%
- COc1ccc2nc(COC(=O)c3ccco3)c(C(C)=O)[n+]([O-])c2c1
→ -1.8%	0.4%
- COc1ccc(C=C(c2ccc(OC)cc2)c2ccc(OC)cc2)cc1
→ x	2.6%
- Cc1ccccc1NC(=O)NCc1ccco1
→ -10.6%	3.9%
- COc1cc(NC(=O)c2cc3n(n2)C(C(F)(F)F)CC(c2ccc(Br)cc2)N3)cc([N+](=O)[O-])c1 (centres undefined)
→ 0.8%	2.9%
- COc1ccc(/C=C/C(=O)Nc2ccc(OCc3ccccc3)cc2)cc1
→ 0.9%	-1.8%
- Cc1nnc(SCCC(=O)Nc2ccc(F)cc2)s1
→ x	1.5%
- N#Cc1c2n(cnc1=O)CCCCC2
→ -7.4%	x
- CC1CN(c2nn3c(=O)c4ccccc4nc3c3ccccc23)CC(C)O1 (centres undefined)
→ -4.1%	-4.4%
- COc1ccccc1-c1nc(-c2ccccn2)no1
→ -10.1%&0.2%	1.3%&1.3%
- O=S(=O)(/C=C/c1ccccc1)Nc1ccc(N2CCOCC2)cc1
→ -3.9%	4.8%
- Cc1ccc2c(c1)NCC(C(=O)NCc1ccccc1)O2 (centres undefined)
→ 1.8%	0.2%
- O=C(O)CCC(=O)Nc1ccc2nn(-c3ccccc3)nc2c1
→ 3.0%	2.9%
- N#CC1=C(N)Oc2cc(N)ccc2C1c1ccc(Br)cc1 (centres undefined)
→ 2.7%	-0.7%
- Cc1ccc(OC(=O)CCC(=O)N2CCc3ccccc32)cc1
→ -5.7%	-3.7%
- O=S(=O)(c1ccccc1)N1CCSC1c1ccco1 (centres undefined)
→ -7.5%	-1.4%
- Cc1ccc2nc(NC(=O)c3cccc(Br)c3)sc2c1
→ 0.0%	0.1%
- CC1=C(C(=O)Nc2ccccc2)C(c2cccnc2)n2nc(-c3cccnc3)nc2N1 (centres undefined)
→ 0.9%	-0.4%

5 entries already listed, sorted by formula weight, lowest first.
Values run as follows: MKP-3 inhibition	Hsp70 inhibitors
- C=CCNC(=O)c1scc2c1CCCC2
→ -1.6%	-4.4%
- COc1ccccc1-c1nc(-c2ccccn2)no1
→ -10.1%&0.2%	1.3%&1.3%
- N=c1cc(C2(O)CCCCC2)n2c(nc3ccccc32)s1
→ 2.5%	4.6%
- N#CC1=C(N)Oc2cc(N)ccc2C1c1ccc(Br)cc1 (centres undefined)
→ 2.7%	-0.7%
- C#CCOc1ccc(/C=C2\C(=O)NC(=O)N(c3cc(C)cc(C)c3)C2=O)cc1OC
→ 0.3%	-13.3%

More compounds follow:
Values run as follows: MKP-3 inhibition	Hsp70 inhibitors
- CC(CNC(c1ccccc1)c1ccccc1)(NS(=O)(=O)c1ccccc1)c1ccccc1 (centres undefined)
→ 4.9%	-1.7%
- Cc1ccc(S(=O)(=O)N2CCN(Cc3cccn3C)CC2)cc1
→ 2.8%	-2.0%
- CCOC(=O)c1cc2c(=O)n3ccccc3nc2n(Cc2ccccc2Cl)c1=N
→ -3.8%	38.3%
- CNCC(O)COc1ccccc1 (centres undefined)
→ x	-4.5%
- Cc1ccc(NC(=O)/C(=C/c2ccc(N(C)C)cc2)NC(=O)c2ccccc2)cc1
→ 1.8%	3.6%
- COc1ccc(-c2ccc(CCC(=O)O)n2C(C)C)cc1
→ x	0.0%
- Cc1cc(C)c(NC(=O)CS(=O)CC(=O)N2CCN(c3ccccc3)CC2)c(C)c1 (centres undefined)
→ -21.4%	3.1%
- Cc1ncoc1C(=O)Nc1cccc(Cl)c1
→ -10.8%	1.0%
- O=C(CSc1ncn[nH]1)c1ccc(Br)cc1
→ -0.5%	4.2%
- O=C(O)C1CCNCC1
→ x	2.2%
- O=C(Nc1ccccn1)c1c(O)c2cccc3c2n(c1=O)CCC3
→ -11.8%	12.4%
- COc1ccccc1N1CCN(S(=O)(=O)CC23CCC(CC2=O)C3(C)C)CC1 (centres undefined)
→ -6.2%	2.0%
- Cc1cc(/C=C2/NC(=O)NC2=O)c(C)n1-c1ccc(N2CCOCC2)cc1
→ 2.9%	1.2%
- Cn1cnnc1SCC(=O)OCN1C(=O)c2ccccc2C1=O
→ 5.4%	2.3%
- Cc1ccc2nsnc2c1NC(=O)c1ccc(-c2ccc([N+](=O)[O-])cc2)o1
→ -1.0%	3.8%
- COc1ccccc1CNc1nc2nc(C)c(Cl)c(=O)n2[nH]1
→ -16.0%	3.7%
- CCc1ccc(NC(=O)C(F)(F)F)cc1
→ 2.5%	-2.5%
- COCCNC(=O)COc1ccccc1Cl
→ -12.9%	-0.2%
- CC(C)CC(c1nnnn1Cc1ccccc1)N1CCC(C(N)=O)CC1 (centres undefined)
→ x	-1.5%
- N#CC(C(=O)NC1CCCCC1)c1nc2ccccc2nc1N1CCN(c2ccc(F)cc2)CC1 (centres undefined)
→ -8.8%	22.8%
- CCOC(=O)C1=C(c2ccccc2)N2CCS(=O)(=O)N=C2S1
→ 2.5%	4.7%
- C=CCc1cccc2cc(C(=O)NNC(=O)c3ccc(OC)cc3)c(=O)oc12
→ -1.5%	-7.2%
- CCCN1C(=O)c2ccccc2NC1c1ccc(OC)cc1OC (centres undefined)
→ -3.2%	3.7%

Reprinted at random: five compounds from above
Values run as follows: MKP-3 inhibition	Hsp70 inhibitors
- C=CCc1cccc2cc(C(=O)NNC(=O)c3ccc(OC)cc3)c(=O)oc12
→ -1.5%	-7.2%
- CC(C)CC(c1nnnn1Cc1ccccc1)N1CCC(C(N)=O)CC1 (centres undefined)
→ x	-1.5%
- O=C(CSc1ncn[nH]1)c1ccc(Br)cc1
→ -0.5%	4.2%
- Cc1cc(C)c(NC(=O)CS(=O)CC(=O)N2CCN(c3ccccc3)CC2)c(C)c1 (centres undefined)
→ -21.4%	3.1%
- CCOC(=O)C1=C(c2ccccc2)N2CCS(=O)(=O)N=C2S1
→ 2.5%	4.7%
